# Compound activity (PubChem BioAssay)
# TIM10 inh: growth inhibitors of isogenic TIM10 control yeast, primary screen, counter-screen for tim10-1 yeast inhibitor project, luminescence, uHTS; S. cerevisiae TIM10 strain growth, BacTiter-Glo luminescence, 24 h; AID 463195, 2010; hit rate 1.4% among 330,000; inhibition, % at 10 µM;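 active = inhibition of 40% or more at the single tested concentration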;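 also: wild-type TIM10 isogenic control strain grown at permissive 25 °C; 0% = DMSO yeast wells and 100% = minimal medium wells without yeast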
# MPTP block: mitochondrial permeability transition pore inhibitors, primary screen, biochemical, isolated mouse mitochondria, absorbance; Ca2+ swelling absorbance, 30 min; inhibition, % at 10 µM; hit rate 1.4% among 360,000; AID 602449, 2012;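 active = inhibition of 50% or more, scaled per plate between neutral and stimulator controls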;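 also: 0% = DMSO wells given calcium and 100% = 1 mM EGTA wells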
# APJ ag: agonists of human apelin receptor APJ, primary screen, CHO-K1 cells, PathHunter beta-arrestin, luminescence; 0% DMSO wells, 100% apelin; activation, % at 20 µM; P35414; hit rate 0.11% among 330,000; AID 2520, 2010;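 active = activation more than six SD over the plate average, tested at 20 µM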;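 also: 0% = DMSO alone and 100% = apelin-13 at 10 nM; some results filed as inactive read as strong as hits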
# Target sequence (P35414 whole entry, looked up): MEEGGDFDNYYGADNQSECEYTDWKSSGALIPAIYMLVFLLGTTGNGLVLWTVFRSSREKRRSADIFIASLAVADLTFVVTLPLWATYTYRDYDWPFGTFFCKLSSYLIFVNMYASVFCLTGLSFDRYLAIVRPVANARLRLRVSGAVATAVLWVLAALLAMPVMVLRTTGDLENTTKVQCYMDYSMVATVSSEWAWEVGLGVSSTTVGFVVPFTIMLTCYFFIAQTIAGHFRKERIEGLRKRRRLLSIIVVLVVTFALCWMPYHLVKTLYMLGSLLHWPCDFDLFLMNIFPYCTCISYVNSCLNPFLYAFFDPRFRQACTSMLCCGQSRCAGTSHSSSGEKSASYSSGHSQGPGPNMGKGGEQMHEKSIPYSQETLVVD
#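 Assay system: CHO-K1 APJ beta-arrestin complementation cell line / Compound: single test compound dose, 20 µM final, 1% DMSO / Times: overnight seeding, 90 min compound at 25 °C, 1 h detection / Technique: beta-gal luminescence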
# NALP3 yeast inh: NALP3 inflammasome inhibitors in reconstituted yeast, primary screen, luminescence, uHTS | AID 2825, 2010 | hit rate 0.39% among 330,000 | inhibition, % at 10 µM | Yeast reconstituted NLRP3/ASC/caspase-1, beta-gal luminescence, 24 h;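 active = inhibition of 50% or more; inactive = inhibition below 50%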;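 also: plate controls were induced DMSO wells for no effect and uninduced yeast grown without galactose for full effect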
# tim10-1 inh: growth inhibitors of tim10-1 mutant yeast, primary screen, luminescence, uHTS; S. cerevisiae tim10-1 ts strain growth, BacTiter-Glo, 24 h; inhibition, % at 20 µM; hit rate 2.2% among 330,000; AID 463190, 2010;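 active = inhibition of at least 40%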;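 also: mutant grown at 25 °C; 0% = DMSO wells with yeast and 100% = wells holding no yeast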
# APJ antagonist: antagonists of human apelin receptor APJ, primary screen, CHO-K1 cells, beta-arrestin complementation, luminescence | inhibition, % at 20 µM | hit rate 0.32% among 330,000;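 active = inhibition above about 40% at 20 µM, limit read from the data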;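 also: cells challenged with 10 nM apelin-13 agonist together with compound; plate controls were apelin-13 plus DMSO wells for no effect and DMSO wells lacking apelin-13 for full effect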
# GRIN3A LBD mod: binders of NR3A ligand-binding domain, primary screen, biophysical, differential scanning fluorimetry, uHTS; AID 1259313, 2017; Glutamate receptor ionotropic, NMDA 3A (GRIN3A) ligand-binding domain; Tm shift relative to glycine control, % at 25 µM; NR3A LBD differential scanning fluorimetry, Tm shift; 0% = protein alone, 100% = glycine-bound protein; hit rate 2.5% among 340,000;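 active = melting temperature shift of at least 10% of the positive control shift, at one fixed dose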
# MIN6 prolif: inducers of MIN6 beta-cell proliferation, primary screen, ATP luminescence, uHTS. MIN6 cells proliferation, ATPlite luminescence, 48 h; cells starved in 0.2% serum; 100% = growth in 10% serum. proliferation, % at 10 µM. AID 2380, 2010. hit rate 0.29% among 330,000;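 active = compounds whose signal lies at least 3.5 SD above the mean of all wells on their plate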;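 also: 0% = DMSO-treated cells in low-serum medium and 100% = 10% serum control; some compounds called inactive have numbers as strong as hits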
# tim23-1 inh: growth inhibitors of tim23-1 mutant yeast, primary screen, luminescence, uHTS; S. cerevisiae tim23-1 growth, BacTiter-Glo luminescence, 24 h; inhibition, % at 20 µM; hit rate 1.3% among 330,000; AID 463212, 2010;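 active = growth inhibition of the mutant yeast at or above 50%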;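 also: temperature-sensitive mutant grown at 25 °C; plate controls were DMSO-treated mutant yeast for no effect and medium wells lacking yeast for full effect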
# The depositor's hits bear a star; nt = no result given; & = joins results of further samples. Random draw from the library; overall some 7.2% were active at least once.
cpd	mol	APJ ag	NALP3 yeast inh	TIM10 inh	MPTP block	tim10-1 inh	MIN6 prolif	GRIN3A LBD mod	APJ antagonist	tim23-1 inh
1	Cc1ccc(C2CC(c3cccc(Br)c3)n3nc(N)nc3N2)cc1 (stereo not given)	-5	-4	5	-1.6	22	-2	2	16	10
2	Cc1c(CC(=O)NCC(C)C)c(=O)oc2cc3c(cc12)CCC(C)(C)O3	-5	6	12	-1.3	11	0	-2	38	20
3	CCc1nc(CNC(=O)C2CCC(=O)N(Cc3cccc(OC)c3)C2)no1 (stereo not given)	-3	-6	-4	0.9	3	4	1	13	-4
4	Cc1cc(C)nc(CCNC(=O)c2cc(COc3c(F)cccc3F)on2)n1	-2	7	3	-0.2	13	-2	-3	2	3
5	COc1cc(/C=N/Nc2ccc(Cl)c(C(=O)O)c2)ccc1OCC(=O)N1C(C)CCCC1C (stereo not given)	1	12	25	3.1	17	-3	1	4	19
6	CCn1cc(C(=O)NCc2ccccc2F)c(=O)c2ccc(C)nc21	-4	22	7	0.1	-2	1	-1	-1	12
7	O=C(c1cccc(NC2=NC3CS(=O)(=O)CC3S2)c1)N1CCN(c2cccc(Cl)c2)CC1 (stereo not given)	-1	-2	-3	-0.9	-6	-2	7	16	-1
8	CCn1c(SCc2ccc(F)cc2)nnc1-c1nn(-c2ccccc2)ccc1=O	2	20	9	0.4	6	-2	1	15	8
9	CCCCCC(=O)N1CCN(CCN=CC2=C(O)CC(c3ccc(OC)cc3)CC2=O)CC1 (stereo not given)	-3	55*	8	-1.2&2.6	0	-1	0&0	13	12
10	CN(C)CCCN(C(=O)c1ccc(S(=O)(=O)N2CCCCCC2)cc1)c1nc2ccc(Br)cc2s1	11	8	35	4.0	26	-7	-2	24	33
11	O=C(O)CCCNC(=O)/C(=C\C=C\c1ccccc1)NC(=O)c1ccccc1Cl	2	5	-3	-0.2	14	-2	-1	12	15
12	COc1ccccc1N1N=C(C(=O)c2ccccc2)C2C(=O)N(c3ccc(Br)cc3)C(=O)C21 (stereo not given)	-4	5	30	3.2	20	-2	7	11	26
13	CN(C(=O)CSc1nc(-c2ccccc2)c(-c2ccccc2)o1)C1CCS(=O)(=O)C1 (stereo not given)	-2	-21	10	1.0	32	1	-4	7	1
14	C#CCOc1ccc(/C=C2/C(=O)ON=C2C)cc1OCC	2	14	6	-0.1	27	-2	1	-7	28
15	Cn1c(NCCCO)nc2c1c(=O)n(Cc1ccccc1F)c(=O)n2C	-4	23	3	2.0	9	0	0	14	3
16	O=C(CCS(=O)(=O)Cc1ccccc1F)NCc1ccccc1Cl	0	8	-15	-0.2	18	3	-1	-17	1
17	COc1ccc(CSc2nc3ccccc3[nH]2)cc1	4	36	33	-1.1	15	-2	-32	11	43
18	Cc1cccc(N(Cc2ccc(Cl)cc2)S(C)(=O)=O)c1	0	0	-2	-0.3	16	-1	0	-3	7
19	Cc1cc2cc(CN(CC3CCCO3)C(=S)Nc3ccccc3)c(=O)[nH]c2cc1C (stereo not given)	-1	13	32	2.0	18	-6	-5	-3	55*
20	CN(Cc1ccccc1)Cc1nc2c([nH]1)c(=O)n(C)c(=O)n2C	-5	10	7	0.4	17	-2	-1	10	1
21	CC(C)(C)c1cc(C(=O)N/N=C/c2ccncc2)n[nH]1	1	3	9	-0.6	-13	-5	468*	0	-3
22	CCn1ccc(C(=O)Nc2ncc(C)s2)n1	6	15	5	0.1	-9	-3	1	-4	7
23	O=C(CN1CCN(S(=O)(=O)c2ccccc2)CC1)Nc1ccc([N+](=O)[O-])cc1	-2	5	13	0.6	47*	0	-1	4	25
24	S=C(NCc1ccccc1)N1CCN(C(=S)NCc2ccccc2)CC1	1	10	5	-0.6	11	-2	2	-5	21
25	N#Cc1c(N)nc2c(c1N)CC(=O)N2c1ccccc1-c1ccccc1	-6	21	-6	-0.1	13	-2	-1	12	5
26	Cc1nnc(-c2cccc(Br)c2)c2cn(-c3ccc(Br)cc3)nc12	-3	8	30	43	20	-5	-3	8	-4
27	O=C1Nc2ccc(Cl)cc2C(C#CC2CC2)(C(F)(F)F)O1 (stereo not given)	-2	25	30	7.5	34	-6	-25	5	46
28	COc1ccc(NC(=O)c2cc(-c3ccc(OC)c(OC)c3)nc3ccccc23)c(OC)c1	-2	15	16	0.5	15	0	-1	5	15
29	COc1ccc(CCNC(=O)c2cc3cc(F)ccc3nc2C)cc1OC	0	12	12	12	9	-1	-2	2	-2
30	CCOC(=O)c1c(C)[nH]c(C2=NNC(=Nc3cccc(Cl)c3)SC2)c1C	-1	13	17	nt	25	0	nt	-3	20

# The last three records of the part before lead into the next.
cpd	mol	APJ ag	NALP3 yeast inh	TIM10 inh	MPTP block	tim10-1 inh	MIN6 prolif	GRIN3A LBD mod	APJ antagonist	tim23-1 inh
28	COc1ccc(NC(=O)c2cc(-c3ccc(OC)c(OC)c3)nc3ccccc23)c(OC)c1	-2	15	16	0.5	15	0	-1	5	15
29	COc1ccc(CCNC(=O)c2cc3cc(F)ccc3nc2C)cc1OC	0	12	12	12	9	-1	-2	2	-2
30	CCOC(=O)c1c(C)[nH]c(C2=NNC(=Nc3cccc(Cl)c3)SC2)c1C	-1	13	17	nt	25	0	nt	-3	20
31	Cc1ccc(C(=O)c2cc3ccccc3o2)cc1C	-2	28	11	3.7	5	0	0	-11	27
32	COc1ccc(/C=C/C(=O)Nc2nc(C)c(C(=O)N(C)C)s2)cc1OC	4	3	-2	1.1	9	2	-2	-15	7
33	Cc1nc2c(-c3ccc(F)cc3)c(C)[nH]n2c(=O)c1Cl	-1	7	-1	1.2	-2	0	2	10	-10
34	COc1ccccc1C(=O)NC(=O)COC(=O)CCNS(=O)(=O)c1ccccc1	-6	11	1	0.7	-5	-3	-2	7	-1
35	FC(F)(F)c1ccc(-n2ccnc2)nc1	0	17	-4	0.4	5	1	-1	-6	8
36	COc1ccccc1N(C)C(=O)c1cc(S(=O)(=O)N2CCc3ccccc32)cn1C	-2	-4	-5	-2.2	14	-2	-2	7	17
37	Cc1cc(C)cc(NC(=O)CSc2nc(=O)n(CCN3CCOCC3)c3c2CCCC3)c1	-7	10	9	-0.2	-15	0	-3	-34	-7
38	COCCn1c(N)c(N(Cc2ccccc2)C(=O)C2=COCCO2)c(=O)[nH]c1=O	0	12	-1	-0.4	-13	-2	0	6	3
39	O=C(N/C(=C/c1cccc([N+](=O)[O-])c1)C(=O)N1CCCCC1)c1cccs1	2	10	9	4.0	9	0	4	-6	16
40	Cn1c(=O)cc(OCCCC(=O)NCc2ccco2)c2ccccc21	-1	5	4	-1.3	-2	0	1	1	-5
41	Nc1nc2c(s1)COc1ccccc1-2	-3	8	8	-1.5	-3	-4	1	-6	1
42	COc1ccc(NC(=O)c2c(C(F)(F)F)nn(C)c2Cl)cc1	-1	17	-8	-1.4	-1	1	-1	0	13
43	CC1Cc2nc(SCC(=O)N3CCc4ccccc43)n(C)c(=O)c2S1 (stereo not given)	2	13	4	-3.3	18	-1	0	17	9
44	CC1=C(C#N)C(=O)N(C2CCS(=O)(=O)C2)C(=O)/C1=C\c1ccco1 (stereo not given)	-3	12	18	nt	22	0	nt	19	19
45	CC(C)CN1CCN(Cc2cccc3cccnc23)CC1CCO (stereo not given)	-3	-11	-1	0.2	7	-1	-4	5	4
46	COc1cc(/C=C2\SC(=S)N(Nc3ncc(C(F)(F)F)cc3Cl)C2=O)cc(OC)c1OC	-1	19	21	-0.4	15	-5	3	11	28
47	CCC(C)C(NC(=O)C1CCC(C)CC1)C(=O)NC(C(=O)OC)C(C)C (stereo not given)	-3	22	-3	-0.1	-12	0	2	4	0
48	N=c1c(S(=O)(=O)c2ccc(Cl)cc2)cc2c(=O)n3ccccc3nc2n1C1CCCCC1	-6	13	30	1.9	30	-5	-1	6	44
49	COc1ccc(CCN=C(N)NS(=O)(=O)c2ccccc2)cc1OC	0	5	-5	-1.3	8	0	-1	-9	5
50	CCCOc1ccc(C(=O)CCC(=O)NNC(=O)c2ccncc2)cc1	5	7	3	-2.3	2	-1	-1	8	13
51	CCc1c(C)c2c(C)nn(-c3ccccc3)c2oc1=O	3	12	42*	1.0	55*	0	0	11	-1
52	CCCCOC(=O)C1[C@H]2C(=O)N(Cc3cccs3)C[C@]23C=C[C@H]1O3 (stereo not given in full)	-6	8	-4	-0.7	8	-3	1	4	14
53	O=C(Nc1ccc(Cl)c(S(=O)(=O)N2CCCCC2)c1)c1cnccn1	-2	-7	12	-0.5	28	-2	-2	13	26
54	O=C(c1cc(-c2ccco2)nc2ccccc12)N1CCN(c2ccc(F)cc2)CC1	-1	9	-7	0.8	16	-4	0	-11	38
55	Cn1c(=O)c2c(nc(NCCCN3CCOCC3)n2Cc2cccc(Cl)c2)n(C)c1=O	-3	6	-8	0.8	15	0	-1	-8	-4
56	O=C(CC(=O)N/N=C/c1ccc(C(=O)O)cc1)NCCc1ccccc1	-5	15	1	-0.7	2	-2	1	10	9
57	Cc1cc(=O)c2cc(Br)ccc2[nH]1	-3	0	-1	-0.2	-3	-2	0	-9	-2
58	CCOC(=O)Cc1csc(NC(=O)CSc2nnc(-c3cccnc3)n2Cc2ccco2)n1	-7	-9	10	-0.4	13	-3	1	5	-7
59	CC1CCN(S(=O)(=O)c2ccc(C(=O)Nc3nnc(-c4ccco4)o3)cc2)CC1	-8	1	-16	-0.5	-13	-6	-5	4	6
60	Cc1[nH]n(-c2c(Cl)cc(Cl)cc2Cl)c(=O)c1C=Nc1ccc(S(=O)(=O)N2CCOCC2)cc1	3	12	-3	1.9	-3	0	11*	-3	14

# By substructure: the compounds so far with a cyano group.
cpd	mol	APJ ag	NALP3 yeast inh	TIM10 inh	MPTP block	tim10-1 inh	MIN6 prolif	GRIN3A LBD mod	APJ antagonist	tim23-1 inh
25	N#Cc1c(N)nc2c(c1N)CC(=O)N2c1ccccc1-c1ccccc1	-6	21	-6	-0.1	13	-2	-1	12	5
44	CC1=C(C#N)C(=O)N(C2CCS(=O)(=O)C2)C(=O)/C1=C\c1ccco1 (stereo not given)	-3	12	18	nt	22	0	nt	19	19
